Bioassay records deposited in PubChem BioAssay by National Center for Advancing Translational Sciences (NCATS).
HT1080-NT tox = kills 2HG-producing HT-1080-NT fibrosarcoma cells; 360,000 compounds, 1.6% hits; Potency, µM (titrated, usually from 46.1 µM), for inactives: top-dose activity, negative = less viability, most hits filed as cytotoxic; HT-1080-NT fibrosarcoma viability, CellTiter-Glo ATP luminescence, 48 h;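 also: NT is the 2HG producing partner of a matched IDH1 knockdown line; potency is read from the fitted curve at half-maximal effect; 0% = DMSO-treated cells and -100% = media-only wells without cells; nearly all actives have a fitted effect of over 55% in size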
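HT-1080-NT fibrosarcoma cells (2HG-overproducing), 750 cells/well in RPMI with 5% FBS, dosed after 2 h and incubated 48 h at 37C. CellTiter-Glo luminescence normalized to DMSO and no-cell wells; concentration-response curves fitted and classed.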
GLP-1R agonist = activates the human GLP-1 receptor. P43220. HEK293 GLP-1R CRE-luciferase, luminescence, 4-6 h; cells express a hypersensitive GLP-1R form. Potency, µM (titrated, usually from 45.6 µM), for the others: top-dose activation, usual class: activators. 380,000 compounds, 0.007% hits; also: potency is read from the fitted curve at half-maximal effect; % of control where 0% means no effect
Target sequence (P43220 whole entry, looked up): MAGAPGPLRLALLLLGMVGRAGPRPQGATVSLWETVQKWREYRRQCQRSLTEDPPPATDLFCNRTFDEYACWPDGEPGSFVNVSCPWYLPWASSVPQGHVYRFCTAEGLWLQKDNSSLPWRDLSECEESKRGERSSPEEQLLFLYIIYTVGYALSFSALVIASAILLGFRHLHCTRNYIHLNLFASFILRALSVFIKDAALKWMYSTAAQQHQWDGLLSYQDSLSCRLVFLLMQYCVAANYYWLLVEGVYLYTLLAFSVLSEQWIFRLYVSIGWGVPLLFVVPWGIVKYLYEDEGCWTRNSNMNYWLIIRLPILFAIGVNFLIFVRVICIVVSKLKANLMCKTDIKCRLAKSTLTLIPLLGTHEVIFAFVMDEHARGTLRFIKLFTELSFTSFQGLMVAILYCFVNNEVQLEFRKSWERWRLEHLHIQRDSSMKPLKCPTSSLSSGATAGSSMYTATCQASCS
DRD3 antagonist = blocks the human D3 dopamine receptor; D3R cells, DiscoveRx beta-arrestin luminescence, antagonist mode; hits give low values; AID 652054; max response, negative = inhibition, %; P35462; 360,000 compounds, 2.5% hits; in the data active = max response below about -50%; inconclusive = no clear call, values can overlap the other calls; also: % is scaled to controls: 0 for no effect and ±100 for the full control effect; mostly tested at two doses, the higher about 12 µM
Target sequence (P35462 whole entry, looked up): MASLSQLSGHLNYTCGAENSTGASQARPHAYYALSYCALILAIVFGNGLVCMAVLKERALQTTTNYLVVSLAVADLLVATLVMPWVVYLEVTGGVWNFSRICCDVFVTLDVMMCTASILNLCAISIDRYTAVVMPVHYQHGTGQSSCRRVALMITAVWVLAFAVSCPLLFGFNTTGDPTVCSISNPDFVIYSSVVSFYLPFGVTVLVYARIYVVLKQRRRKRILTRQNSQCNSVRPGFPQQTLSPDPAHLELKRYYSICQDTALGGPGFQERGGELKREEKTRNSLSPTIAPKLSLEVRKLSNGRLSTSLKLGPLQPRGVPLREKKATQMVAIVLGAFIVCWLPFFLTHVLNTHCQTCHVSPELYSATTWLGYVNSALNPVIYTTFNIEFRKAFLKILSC
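Cells expressing the human receptor were seeded at 1500 cells/well, incubated overnight at 37 degrees C in 5% CO2, then exposed to library compounds with dopamine controls for 90 minutes at 37 degrees C before luminescent detection.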
IL1B secr inh = blocks inflammasome-driven IL-1 beta release; AID 743279; THP-1 LPS/ATP IL-1B secretion, AlphaLISA, 16 h; hits give low values; 360,000 compounds, 4.7% hits; activity change, % at 57.5 µM; in the data active = activity change below about -50%; inconclusive = mostly about -30% to -49%; also: % is scaled to controls: 0 for no effect and ±100 for the full control effect
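THP-1 cells pretreated 1 hr with compounds (up to 57.5 uM final), then stimulated with LPS (250 ng/mL final) plus ATP (1.25 mM final); secreted IL-1B measured by AlphaLISA after 16 hr, decreased signal indicating inhibition.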
HT1080 IDH1KD tx = HT-1080 IDH1 knockdown cell toxicity (counter line) | HT-1080 IDH1 knockdown viability, ATP luminescence, 48 h | Potency, µM (top dose mostly 46.1 µM), for inactives: at the highest dose activity, negative = toxicity, actives largely listed as cytotoxic | 360,000 compounds, 2% hits | AID 686971;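 also: potency is read from the fitted curve at half-maximal effect; 0% = DMSO wells and -100% = cell-free medium wells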
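Viability of IDH1-knockdown HT-1080 fibrosarcoma cells was assessed by CellTiter-Glo after 48 h at 37 °C with titrated compound; concentration-effect curves were classified by fit quality and response size.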
KB-V1 MDR tox = kills drug-selected multidrug resistant KB-V1 cells. Potency, µM (series often up to 46.1 µM), for inactives: at the highest dose activity change, negative = cytotoxicity, most hits filed as cytotoxic. 400,000 compounds, 3.4% hits. AID 1347076. KB-V1 MDR cells viability, CellTiter-Glo, 72 h; also: potency is read from the fitted curve at half-maximal effect; % is scaled to controls: 0 for no effect and ±100 for the full control effect; nearly all actives have a fitted effect of over 60% in size
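Luminescent ATP read-out (CellTiter-Glo, 10 min) measures survival of drug-selected KB-V1 MDR cells after 72 h, 37 degrees C compound exposure. Medium: phenol-red-free DMEM, 10% FBS. Values from fitted concentration-response curves.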
DRD3 agonist = D3 dopamine receptor (human) agonism; D3R DiscoveRx beta-arrestin cells, luminescence, 90 min; max activation, %; 410,000 compounds, 0.58% hits; AID 652048; in the data active = max activation above about 30%; also: 0% is about no effect; mostly tested at two doses, the higher about 12 µM
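Cells at 1500/well, incubated overnight, then treated with pinned compounds (dopamine as control) for 90 min at 37 degrees C. DiscoveRx reagent added for 30 - 60 minutes at room temperature; luminescence read.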
SW480 rerep = DNA re-replication induction in SW480 cells. SW480 DNA re-replication, Hoechst DNA content imaging, 48 h. Potency, µM (highest dose often 46.1 µM), inactives show at the top dose re-replication activation, hits mostly activators. 340,000 compounds, 1.8% hits. AID 624297; also: potency is read from the fitted curve at half-maximal effect; % of control where 0% means no effect; nearly all actives have a fitted effect of over 55% in size
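Quantitative HTS format with DMSO vehicle controls; 48 hr drug incubation at 37 C, then 40 min Hoechst staining and scanning imager measurement at 405 nm excitation.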
KB-3-1 tox = KB-3-1 parental cell cytotoxicity; KB-3-1 viability, CellTiter-Glo ATP luminescence, 72 h; Potency, µM (titrated, usually from 46.1 µM), for the others: at the highest dose activity change, negative = cytotoxic, actives largely listed as cytotoxic; 400,000 compounds, 1.4% hits; AID 1347075; also: potency is read from the fitted curve at half-maximal effect; % is scaled to controls: 0 for no effect and ±100 for the full control effect; nearly all actives have a fitted effect of over 60% in size
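Using CellTiter-Glo luminescence, growth of non-resistant KB-3-1 adenocarcinoma cells is assessed 72 h after pin-tool compound addition at 37 °C. Normalized responses across the concentration series yield fitted curves.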
Active calls of the source: *; ? = inconclusive; · = not tested or not shown; & = joins results of further samples; [ ] = another dose, or the depositor's remark. Unless noted, calls follow the shape of the dose curve; as a rule, active = well fitted curve in the direction sought with a large enough effect; inconclusive = small, poorly fitted or top-dose-only effect, or another doubt; inactive = no such curve, though single readings can be large; an effect the other way counts as inactive or inconclusive.

SMILES | HT1080-NT tox | GLP-1R agonist | DRD3 antagonist | IL1B secr inh | HT1080 IDH1KD tx | KB-V1 MDR tox | DRD3 agonist | SW480 rerep | KB-3-1 tox
O=C(NCC1CCCO1)C1CC(=O)N(c2ccccc2)C1 (configuration not stated) | 14% | 13% | -2 | -5 | 9% | 25% | 8 | -7% | -17%
COc1cccc(/C=N/n2cncn2)c1OCC#N | -15% | -1% | 0 | -10 | 0% | -14% | -2 | -2% | 1%
N#CCSc1ccc(-c2nc3ccccc3[nH]2)cn1 | -27% | 8% | 19 | ? | ? | ? | -2 | -9% | ?
Cc1cc(NCCCn2ccnc2)n2ncc(-c3ccc(Cl)cc3)c2n1 | 11µM* | -12% | -16 | ? | 11µM* | -21% | -13 | ? | 0%
CCOc1ccc(CNC(=O)Cn2ccc3cc(S(=O)(=O)N4CCCCCC4)ccc32)cc1 | -7% | 5% | -10 | ? | -5% | -2%&10% | -16&-14 | -39%[inhibitor] | ?
COc1ccc(NC(=S)N(CCCN2CCC(C)CC2)Cc2cccs2)cc1Cl | ? | 9% | -80* | ? | ? | ? | -24 | 17% | -7%
O=C(c1ccc(C#Cc2ccccc2)o1)N1CCN(c2ccccn2)CC1 | -1% | -2% | -1 | -17 | -3% | -10% | 10 | -2% | 1%
O=C(Nc1ccc(Cl)cc1)N[C@@H]1CC[C@H](CCNS(=O)(=O)c2ccccc2F)O[C@@H]1CO | -3% | · | -12 | 2 | -4% | -17% | 0 | · | -31%
COc1cc2nc(N3CCN(c4cc(C)ccc4C)CC3)nc(N)c2cc1OC | 2.6µM* | -8% | -25 | -97* | 2.6µM* | ? | 12 | ? | ?
NNC(=O)c1cc2cc3ccccc3nc2s1 | ? | 7% | -17 | -3 | ? | -4% | -3 | 6% | -2%
S=C1NCCOCCNC(=S)NCCOCCOCCN1 | 15% | -9% | 9 | 3 | 2% | 8% | 2 | 3% | ?
CCCc1cc(N2CCCC(C(=O)Nc3c(OC)cccc3OC)C2)n2ncnc2n1 (configuration not stated) | 4% | 23% | -5 | -5 | -2% | 6% | 31* | 7% | 4%
COC(=O)c1ccc(CSc2nccn2C)cc1 | 24% | -4% | 0 | 9 | 15% | -2% | 1 | -8% | 12%
O=C(NCc1ccc(Cl)c(Cl)c1)c1ccco1 | -14% | 2% | -8 | -4 | -2% | 2% | -9 | 0%[9.22 µM] | 0%
C=CCn1c(SCC(=O)Nc2sc3c(c2C#N)CCC(C)C3)nc2cc(C(=O)O)ccc2c1=O (configuration not stated) | 7% | 8% | 1 | 30 | 11% | 2% | 7 | 1% | 5%
c1ccc(Nc2n[nH]nc2-c2ccccc2)cc1 | -24% | 3% | -5 | -14 | -11% | -13% | -2 | 3% | -5%
[O-][n+]1c2ccccc2c2n1CCN1CCOC21c1ccc(Cl)cc1 (configuration not stated) | -3% | -1% | -19 | 21 | -1% | ? | 0 | ? | ?
CCC1CCCCN1C(=O)CSc1nc(-c2ccc(OC)cc2)cc(C(F)(F)F)n1 (configuration not stated) | · | 1% | · | · | · | -24% | 3 | · | -14%
Cc1cc([N+](=O)[O-])ccc1NC(=O)CN1CCN(Cc2ccccc2)CC1 | 4% | 15% | 4 | ? | -4% | -10% | -8 | ? | -8%
Cc1cc(-c2n[nH]c(=S)n2-c2ccccc2)nn1C | 7% | 0% | -21 | 8 | 6% | 14% | -8 | -5% | -1%
O=C(c1cc(S(=O)(=O)N2CCN(c3ccccc3)CC2)ccc1Cl)N1CCCCCCC1 | -28% | -1% | -20 | -53* | -12% | ? | -5 | 15% | ?
Cc1cc(=O)[nH]c(N2CCOCC2)n1 | 19% | 1% | ? | 13 | 1% | -1% | 0 | -67%[inhibitor] | -6%
CC1Cc2ccccc2N1C(=O)CSc1nnnn1-c1ccc2c(c1)OCCO2 (configuration not stated) | 1% | -1% | 8 | -1 | 3% | -15% | 0 | 9% | 0%
O=C(NNC(=O)C1CCCCC1)C(=O)NC1CCCCC1 | 13% | -1% | ? | -6 | -13% | -5% | -5 | 7% | -14%
CCOc1ccccc1NC(=O)CSc1nc2nc(-c3cccs3)cc(C(F)(F)F)c2c(=O)[nH]1 | ? | -3% | 1 | 15 | ? | 1% | 2 | -4% | -26%

Overlap with the part before: two entries, then new ones.
SMILES | HT1080-NT tox | GLP-1R agonist | DRD3 antagonist | IL1B secr inh | HT1080 IDH1KD tx | KB-V1 MDR tox | DRD3 agonist | SW480 rerep | KB-3-1 tox
O=C(NNC(=O)C1CCCCC1)C(=O)NC1CCCCC1 | 13% | -1% | ? | -6 | -13% | -5% | -5 | 7% | -14%
CCOc1ccccc1NC(=O)CSc1nc2nc(-c3cccs3)cc(C(F)(F)F)c2c(=O)[nH]1 | ? | -3% | 1 | 15 | ? | 1% | 2 | -4% | -26%
C/C(=N/NC(=O)c1ccoc1C)c1ccc(N2CCOCC2)cc1 | 30% | 1% | -10 | -4 | 18% | -6% | -19 | -11% | 6%
COc1ccc(NC(=O)CN(c2cccc(C(F)(F)F)c2)S(C)(=O)=O)cc1OC | 5% | 12% | 15 | 32 | 3% | -15% | 0 | 1% | 12%
Cc1ccc(-c2nc3ncccc3o2)cc1NC(=O)c1ccc2c(c1)OCO2 | 22% | 2% | 23 | -1 | 10% | 20% | 7 | -3% | 16%
O=C(Nc1ccccc1N1CCCCC1)c1ncoc1-c1ccc(F)cc1 | -21% | -5% | 1 | -12 | ? | -6% | 2 | -1% | -1%
Cc1ccc(-c2csc(C(C#N)=C(O)CN3CCN(C(=O)c4ccco4)CC3)n2)cc1 | -14% | 0% | -8 | -8 | -5% | -8% | -9 | 6% | -8%
Fc1cccc(Cc2c(-c3ccc(Cl)cc3)nc3c(Cl)cc(C(F)(F)F)cn23)c1 | -1% | -3% | 0 | -10 | 12% | -19% | -13 | · | -9%
O=C(CN1C(=O)NC2(CCCC2)C1=O)OCc1cc(=O)n2cc(Br)ccc2n1 | -2% | -3% | 5 | 5 | 0% | 1% | 4 | -11% | 14%
CCN(C(=O)CSc1nnc(SC(C)C)s1)C1CCS(=O)(=O)C1 (configuration not stated) | 9% | 15% | 4 | -12 | 0% | 28% | 2 | -4% | 1%
Cc1cccc(CN(CC(=O)N/N=C/c2ccco2)S(=O)(=O)c2ccc(Cl)cc2)c1 | -8% | 1% | -23 | 0 | -17% | -14% | -9 | 0% | 0%
CC1CCC(CN2C(Nc3ccccc3)=NC[C@@H]2Cc2ccccc2)CC1 (some centres not stated) | ? | -1% | -8 | -23 | -25% | 5% | -5 | 19% | -5%
CCOC(=O)C1CCCN(CCC(=O)Nc2ccc3c(c2)CCC3)C1 (configuration not stated) | 0% | 4% | -56* | 16 | ? | 8% | -35 | ? | -1%
CCc1ccc(C(O)c2ncc(-c3ccc4ccccc4c3)[nH]2)cc1 (configuration not stated) | ? | 2% | -9 | 9 | -16% | 6% | -1 | · | 0%
COCCCNC(=O)C1c2ccccc2Oc2ccccc21 | 2% | 7% | 18 | -10 | 2% | 2% | 0 | -5% | -1%
COc1ccc(N(CC(=O)Nc2ccccc2C(=O)NCc2ccco2)S(C)(=O)=O)cc1 | -2%[9.24 µM] | 10% | 16 | 13 | -5% | -19% | 19 | -3% | -3%
C=CCSC1=N/C(=C\c2cc(OC)c3c(c2)OCO3)C(=O)S1 | 22% | -33% | 35 | 15 | 18% | 0% | 6 | 1% | 4%
Clc1cc(Cl)cc(Nc2ccccc2CN(C/C=C/c2ccc3c(c2)OCO3)Cc2ccccc2)c1 | -2% | -5% | -15 | 5 | -1% | -2% | -11 | · | -1%
CC[C@@H]1C=C(C(=O)O)[C@H](c2ccc(F)cc2)N1S(=O)(=O)c1ccc(C)cc1 | -3% | -1% | -10 | 37 | -6% | -4% | 6 | -5% | 0%
Cc1cccc(NC(NC(=O)c2cccnc2)C(Cl)(Cl)Cl)c1 (configuration not stated) | 5% | 0% | 7 | 0 | 4% | ? | -2 | 3% | 1%
CCCCn1nnnc1SCC(=O)Nc1ccc2c(c1)OCO2 | -1% | -5% | -15 | ? | -11% | 0% | -5 | -8% | 0%
CC1CCCCC1NC(=O)CCS(=O)(=O)c1cc2c(cc1Cl)NC(=O)CO2 (configuration not stated) | 1% | -2% | 10 | 36 | 2% | 0% | 0 | -3% | 21%

Full records from above. Values in the order: HT1080-NT tox	GLP-1R agonist	DRD3 antagonist	IL1B secr inh	HT1080 IDH1KD tx	KB-V1 MDR tox	DRD3 agonist	SW480 rerep	KB-3-1 tox
CCC1CCCCN1C(=O)CSc1nc(-c2ccc(OC)cc2)cc(C(F)(F)F)n1 (configuration not stated) reads ·	1%	·	·	·	-24%	3	·	-14%
O=C(Nc1ccc(Cl)cc1)N[C@@H]1CC[C@H](CCNS(=O)(=O)c2ccccc2F)O[C@@H]1CO reads -3%	·	-12	2	-4%	-17%	0	·	-31%
[O-][n+]1c2ccccc2c2n1CCN1CCOC21c1ccc(Cl)cc1 (configuration not stated) reads -3%	-1%	-19	21	-1%	?	0	?	?

Some values from the list:
Under GLP-1R agonist, CCc1ccc(C(O)c2ncc(-c3ccc4ccccc4c3)[nH]2)cc1 (configuration not stated) has 2%
Under KB-3-1 tox, Fc1cccc(Cc2c(-c3ccc(Cl)cc3)nc3c(Cl)cc(C(F)(F)F)cn23)c1 has -9%
Under DRD3 agonist, O=C(Nc1ccccc1N1CCCCC1)c1ncoc1-c1ccc(F)cc1 has 2
Under HT1080-NT tox, Cc1ccc(-c2csc(C(C#N)=C(O)CN3CCN(C(=O)c4ccco4)CC3)n2)cc1 has -14%
Under DRD3 antagonist, COc1ccc(N(CC(=O)Nc2ccccc2C(=O)NCc2ccco2)S(C)(=O)=O)cc1 has 16
